# SENP8 block-1: inhibitors of human SENP8 protease; Q96LD8; purified SENP8, Z-RLRGG-aminoluciferin cleavage, luminescence; inhibition, % at 10 µM; hit rate 1.2% among 330,000; AID 2540; in the data active = inhibition above about 50%
# Target sequence (Q96LD8 whole entry, looked up): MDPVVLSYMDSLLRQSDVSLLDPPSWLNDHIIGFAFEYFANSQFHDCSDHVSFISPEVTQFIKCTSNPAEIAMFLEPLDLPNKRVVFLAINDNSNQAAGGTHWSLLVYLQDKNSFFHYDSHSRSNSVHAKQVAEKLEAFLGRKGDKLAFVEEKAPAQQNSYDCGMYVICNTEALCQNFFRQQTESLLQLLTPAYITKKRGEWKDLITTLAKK
# SENP7 block: inhibitors of human SENP7 protease; Q9BQF6; recombinant SENP7, Z-RLRGG-aminoluciferin luminescence, 40 min; inhibition, % at 5 µM; hit rate 1.5% among 330,000;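 active = inhibition above about 50% at the single test dose, limit read from the data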;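 note: plate controls were DMSO with enzyme for no effect and no enzyme buffer wells for full effect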
# PfGluPho inh: PfG6PD (Plasmodium falciparum) enzyme inhibition; PfGluPho enzyme, NADPH resazurin-diaphorase fluorescence; inhibition, % at 20 µM; hit rate 0.78% among 350,000;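 active = inhibition reaching at least a set limit at 20 µM in the primary screen, cut at about 59% in these data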;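 note: 0% = DMSO wells with substrate and 100% = DMSO wells lacking glucose-6-phosphate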
# SENP8 block-2: blocks human SENP8 cleavage of Nedd8 substrate; Q96LD8; recombinant SENP8, Nedd8 substrate fluorescence; inhibition, % at 20 µM; hit rate 0.64% among 360,000; AID 602440; in the data active = inhibition mostly above about 40%, no sharp cut-off; inactive = mostly below about 27%
# SENP1 FRET inh: inhibitors of human SENP1 SUMO protease catalytic domain | recombinant SENP1 catalytic domain, CyPet-SUMO1-YPet FRET cleavage | inhibition, % at 10 µM | hit rate 0.21% among 360,000 | AID 624204;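 active = inhibition at least 30% at 10 µM, raw YFP signal under a set limit, fluorescence ratio 0.5 to 1.5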;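 note: 0% = enzyme with DMSO and 100% = no enzyme wells; some results filed as inactive read as strong as hits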
#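 Test system: human SENP1 catalytic domain; medium: Tris pH 8 buffer plus EDTA, NaCl, BME, BSA, NP40, catalase; incubation: 50 min reaction at room temperature; technique: FRET, CFP and YFP emission; controls: no-enzyme low control and enzyme-plus-DMSO high control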
# HKDC1 inhibitor: inhibitors of human hexokinase HKDC1; Q2TB90; recombinant HKDC1, G6PDH/diaphorase resazurin coupled fluorescence; inhibition, % at 20 µM; hit rate 0.16% among 340,000;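 active = inhibition above about 35% when tested at 20 µM, limit read from the data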;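 note: plate controls were DMSO wells with enzyme for no effect and DMSO wells lacking enzyme for full effect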
# Target sequence (Q2TB90 whole entry, looked up): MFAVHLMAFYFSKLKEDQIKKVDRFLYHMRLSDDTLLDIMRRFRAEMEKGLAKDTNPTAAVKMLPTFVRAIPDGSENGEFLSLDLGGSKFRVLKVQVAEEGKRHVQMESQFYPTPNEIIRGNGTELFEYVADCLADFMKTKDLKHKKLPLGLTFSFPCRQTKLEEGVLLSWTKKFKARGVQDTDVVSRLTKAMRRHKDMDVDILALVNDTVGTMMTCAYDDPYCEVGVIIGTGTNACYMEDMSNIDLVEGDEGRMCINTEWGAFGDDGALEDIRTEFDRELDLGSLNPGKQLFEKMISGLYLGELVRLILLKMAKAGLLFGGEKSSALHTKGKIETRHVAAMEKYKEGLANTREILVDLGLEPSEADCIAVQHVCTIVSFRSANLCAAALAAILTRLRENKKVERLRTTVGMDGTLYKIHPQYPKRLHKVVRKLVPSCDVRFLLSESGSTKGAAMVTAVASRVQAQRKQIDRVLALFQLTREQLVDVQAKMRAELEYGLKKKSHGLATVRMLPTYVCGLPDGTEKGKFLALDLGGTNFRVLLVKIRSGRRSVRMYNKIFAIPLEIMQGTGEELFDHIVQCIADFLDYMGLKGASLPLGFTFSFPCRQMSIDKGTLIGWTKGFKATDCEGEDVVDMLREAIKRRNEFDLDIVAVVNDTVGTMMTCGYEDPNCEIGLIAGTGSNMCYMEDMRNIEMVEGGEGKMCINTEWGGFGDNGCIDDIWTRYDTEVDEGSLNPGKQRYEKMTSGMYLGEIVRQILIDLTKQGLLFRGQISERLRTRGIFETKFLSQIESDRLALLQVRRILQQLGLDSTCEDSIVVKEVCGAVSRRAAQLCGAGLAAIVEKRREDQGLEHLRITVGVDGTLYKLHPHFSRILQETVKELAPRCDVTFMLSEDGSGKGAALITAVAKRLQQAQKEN
#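 Test system: recombinant HKDC1 (HK5) hexokinase enzyme, produced in-house / Doses: 20 µM test compound, 1% DMSO / Timing: 90 min, room temperature / Detection: G6PDH/diaphorase-coupled fluorescence, 1 mM NADP, 100 µM resazurin, 525/613 nm / Control set: DMSO wells with and without enzyme mix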
# Apaf-1 inh: human Apaf-1 inhibition; hit rate 0.71% among 330,000; inhibition, % at 20 µM; reconstituted apoptosome caspase-3 activity, DEVD-Rh110 fluorescence; O14727; AID 489030; active = inhibition of at least 40% at 20 µM;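 note: plate controls were DMSO wells for no effect and DEVD-CHO caspase inhibitor wells for full effect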
#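 System: reconstituted apoptosome with Apaf-1, cytochrome c, caspase-9, procaspase-3, dATP; Signal: Rh110 fluorescence intensity; Schedule: 30 min compound preincubation, 50 min activation, room temperature; Reagent: cytochrome c trigger plus (Z-DEVD)2-Rh110 caspase-3 substrate.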
# SENP6 inh: inhibitors of human SENP6 protease; Q9GZR1; Recombinant SENP6 catalytic domain, aminoluciferin luminescence; inhibition, % at 10 µM; hit rate 1.8% among 330,000; AID 2599;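 active = inhibition above about 50% at the single tested dose, limit read from the data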;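 note: plate controls were DMSO wells with enzyme for no effect and DMSO wells lacking enzyme for full effect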
# * hit, by the source's call; / = not tested or not shown.
SMILES,SENP8 block-1,SENP7 block,PfGluPho inh,SENP8 block-2,SENP1 FRET inh,HKDC1 inhibitor,Apaf-1 inh,SENP6 inh
CCC1Oc2ccc(C)cc2N(CC(=O)N2CCOCC2)C1=O (stereo not drawn),1,-1,6,3,1,-2,6,7
O=C1CC(NS(=O)(=O)c2ccc([N+](=O)[O-])cc2)CN1c1ccc(Cl)cc1 (stereo not drawn),-8,9,-2,22,1,1,7,-7
Cc1cccc(NC(=O)CSCC(=O)N2CCN(Cc3ccc4c(c3)OCO4)CC2)c1,-10,3,-15,-10,0,-8,31,-9
CCN(c1ccccc1)S(=O)(=O)c1ccc(Cl)c(C(=O)O)c1,6,15,-5,8,2,-2,-3,-9
O=C(C1CC1)N1N=C(c2ccccc2)CC1(O)C(F)(F)C(F)(F)F (stereo not drawn),-12,-18,0,10,1,-3,5,-10
Cc1ccc2c(CC(=O)OC3CCOC3=O)coc2c1 (stereo not drawn),1,11,-6,31,3,-2,1,16
CCCCN(Cc1ccccc1)C(=O)C1CCC(=O)N(CCc2ccccn2)C1 (stereo not drawn),2,-1,-4,9,2,0,-13,-2
Cc1ccc2c(c1)N(C(=O)CCC(=O)NCc1cccc(F)c1)CCO2,2,2,13,1,0,1,-3,3
CCN(CC)CCN1C(=O)C(=O)/C(=C(/O)c2c(C)[nH]c(C(=O)OC)c2C)C1c1ccccc1 (stereo not drawn),-1,-1,-2,-2,-2,2,-13,-1
Cc1cc(C(=O)NCc2ccccc2)no1,-2,-1,1,9,-3,1,-17,-19
CCOC(=O)C1CCN(C2CC(=O)N(c3ccc(OCC)cc3)C2=O)CC1 (stereo not drawn),-1,-3,-4,22,2,-5,4,-14
O=C(O)c1ccccc1-c1ccccc1C(=O)NCc1cccc(C(F)(F)F)c1,-2,9,-26,17,1,-9,7,1
Cc1cc(SCC(=O)N/N=C/c2ccc(O)c(O)c2)c(C)cc1Br,-7,2,-10,15,3,2,-1,-17
CC(C)COc1ccc(C/C(N)=N/n2cnnc2)cc1,3,7,12,11,0,10,15,7
O=C(NCCO)c1nc2ccccc2s1,0,-9,-13,16,2,-8,-2,-18
COc1ccc(-c2nnc(N(C)C(=O)c3ccno3)s2)cc1,7,17,-8,-6,-3,-7,10,12
Cc1ccc(SCc2nc(-c3ccccc3)no2)cc1,-14,8,16,8,-1,-2,-1,0
CCN(c1ccc(NC(=O)CSCc2c(C)noc2C)cc1)C(C)C,-1,8,10,-7,-2,0,13,-3
COc1ccc(S(=O)(=O)NCC2CCCN(C(=O)CNC(C)=O)C2)cc1 (stereo not drawn),3,1,-15,12,2,2,0,-13
COc1ccc(S(=O)(=O)Cc2ccc(C(=O)NCc3ccccn3)o2)cc1,8,0,-5,6,-4,-3,-2,-3
COCCN1C(=O)C(=O)/C(=C(/O)c2ccc(S(=O)(=O)N3CCOCC3)cc2)C1c1ccc(OC)c(OC)c1 (stereo not drawn),-6,-2,-5,17,-1,-4,-2,-2
Cc1cc(C(=O)c2cnc(/N=C/N(C)C)s2)cc(C)c1O,-2,-8,6,-315,-43,0,16,3
O=C(/C=C/c1ccc2c(c1)OCO2)NCc1cn2cc(Cl)ccc2n1,2,1,1,-208,0,6,-23,-5
O=c1[nH]cc(N2CCCCCC2)c(=O)[nH]1,3,2,-10,30,-5,-1,-13,-7
COc1ccc(C2CC(=O)Oc3cc(OC)ccc32)cc1 (stereo not drawn),/,9,-4,4,1,9,8,/
Cc1ccc(CNC(=O)C2CCCN(S(=O)(=O)c3ccc(-n4cnnn4)cc3)C2)cc1 (stereo not drawn),-5,-8,-9,15,4,-7,-6,-20
C=CCNC(=O)C12CC3CC(C1)CC(C(=O)NCC=C)(C3)C2,1,-6,-4,7,3,-4,-10,-1
COc1ccccc1NC(=O)COc1cccnc1[N+](=O)[O-],-3,9,-1,9,0,-5,-3,-8
CCc1ccccc1N1C(=O)CN(Cc2cc(OC)c(OC)c(OC)c2)C1=S,3,0,11,4,2,-3,13,3
CCn1cc2c(c1-c1cccc(C)c1)c(=O)n(C)c(=O)n2C,0,5,7,-4,-7,-7,-13,15
CC(=O)Nc1cccc(NC(=O)c2oc3ccccc3c2C)c1,23,54*,/,/,/,/,6,39
COc1cccc(CC(=O)OCC(=O)NC2(C#N)CCCC2)c1,-3,-8,0,-2,1,-2,4,0
CS(=O)(=O)NCCCNc1ccc(C(F)(F)F)cc1[N+](=O)[O-],-5,3,-28,35,5,7,3,-15
CC(C(=O)NC1CCCC1)N1CCN(S(=O)(=O)c2ccc(C(C)(C)C)cc2)CC1 (stereo not drawn),7,2,-6,4,5,-4,3,-6
COc1ccc(N2CCN(C(=O)c3ccc4c(c3)[nH]c(=S)n3c5ccccc5nc43)CC2)cc1,0,6,/,/,/,/,13,0
COc1ccc(OC)c2[nH]c(=O)c(CCNS(=O)(=O)c3ccccc3)cc12,-1,2,35,-290,2,22,19,-2
COC(=O)c1cc(S(=O)(=O)NCc2ccccc2OC)cn1C,1,5,-10,2,1,0,-1,12
CCOc1cc(-c2nccc3cc(OC)c(OC)cc23)cc(OCC)c1OCC,2,-5,-9,-92,2,1,9,7
O=C(COC(=O)c1ccc(S(=O)(=O)N2CCCCC2)cc1)NCc1ccco1,-2,0,-7,3,2,14,0,2
COC(=O)c1c(NC(=O)C2CCCCC2)sc2c1CC(C)(C)NC2(C)C,-4,-8,6,-22,0,-5,25,-6

# 3 neighbouring records from above:
SMILES,SENP8 block-1,SENP7 block,PfGluPho inh,SENP8 block-2,SENP1 FRET inh,HKDC1 inhibitor,Apaf-1 inh,SENP6 inh
COCCN1C(=O)C(=O)/C(=C(/O)c2ccc(S(=O)(=O)N3CCOCC3)cc2)C1c1ccc(OC)c(OC)c1 (stereo not drawn),-6,-2,-5,17,-1,-4,-2,-2
Cc1cc(C(=O)c2cnc(/N=C/N(C)C)s2)cc(C)c1O,-2,-8,6,-315,-43,0,16,3
O=C(/C=C/c1ccc2c(c1)OCO2)NCc1cn2cc(Cl)ccc2n1,2,1,1,-208,0,6,-23,-5

# Structures listed above marked active in SENP7 block:
compound | SENP7 block | PfGluPho inh | SENP1 FRET inh | HKDC1 inhibitor | SENP6 inh
CC(=O)Nc1cccc(NC(=O)c2oc3ccccc3c2C)c1 | 54* | / | / | / | 39

# (cont.)
SMILES,SENP8 block-1,SENP7 block,PfGluPho inh,SENP8 block-2,SENP1 FRET inh,HKDC1 inhibitor,Apaf-1 inh,SENP6 inh
Cc1cc(C)c2[nH]c(=O)c(CN(CC3CCCO3)C(=O)C3CCCO3)cc2c1 (stereo not drawn),6,7,-16,-216,-2,1,5,-3
CC1(C)CC(=O)C=C(C(=O)N2CCCC(C(=O)c3cccc(Cl)c3)C2)O1 (stereo not drawn),4,14,-12,0,-2,-2,-7,3
C[C@H](CO)N1C[C@H](C)[C@@H](CN(C)S(=O)(=O)c2cccs2)Oc2c(NS(=O)(=O)c3cn(C)cn3)cccc2C1=O,-4,9,-5,2,0,-6,6,-3
O=c1[nH]c(=O)n([C@H]2C[C@H](O)[C@@H](CO)O2)cc1Br,1,3,-8,8,0,-5,-3,-15
CCc1ccc(/C=C2\SC(=S)N(CCCC(=O)Nc3ccccn3)C2=O)cc1,-3,-4,6,37,6,1,16,20
O=C1/C(=C\c2cccs2)N=C(c2cccs2)N1Nc1ccccc1,-3,4,22,20,-54,-5,6,1
CCn1nnnc1SCC(=O)N1c2ccccc2CCc2ccccc21,-2,-6,-10,-1,0,-1,1,-16
O=C(CN1CC(=O)Oc2ccccc21)NCc1ccco1,1,-5,-27,25,2,0,-12,-18
O=C(CSc1ccccc1)Nc1cccnc1,1,-4,-7,18,0,-9,-4,-22
CCCN1C(=O)CN(C2CCCCCC2)C(=O)C1c1ccc(C)cc1 (stereo not drawn),-2,6,-6,8,1,-6,-3,10
CC(C)CCN1CCN(CCCc2ccccc2)CC1CCO (stereo not drawn),-13,10,-1,18,1,6,-4,-12
COc1ccccc1N1C(=O)c2ccccc2NC1c1ccncc1 (stereo not drawn),-8,-3,7,-457,-2,-4,-2,15
Cc1ccc(C)c(NC(=O)C2Cc3ccccc3CN2C(=O)OCc2ccccc2)c1 (stereo not drawn),0,5,0,12,0,-5,-1,6
O=C1CC(Sc2nnnn2-c2ccccc2)C(=O)N1c1cccc(Cl)c1 (stereo not drawn),-15,9,32,10,1,2,2,-7
Cc1ccc(Cl)cc1N1CCN(CC(=O)Nc2ccc(CN3CCCCC3)cc2)CC1,1,3,-5,15,-1,-3,17,-6
CN(C)S(=O)(=O)c1cccc(COc2ncnc3c(Cl)cc(Cl)cc23)c1,-7,-4,11,15,0,-4,3,-19
Cc1cc(N)n(-c2ccc(C)c(C)c2)n1,-12,-3,5,16,-1,-7,-10,-5
COc1ccc2c(CC(=O)Nc3ccccc3OC)coc2c1,-6,-9,11,-2,-1,-7,4,1
CCOC(=O)N1CCN(C(=O)CN(c2ccc(Cl)c(C(F)(F)F)c2)S(C)(=O)=O)CC1,-6,-5,0,6,1,1,2,-23
COCCCNC(=O)C1CCCN(C(=O)Nc2ccc(OC)cc2)C1 (stereo not drawn),1,9,-3,11,-2,0,-14,-4
COc1ccccc1C(=O)Nc1ccc(S(=O)(=O)N2CCc3ccccc32)cc1,5,0,2,8,1,-8,10,0
Cc1cc(S(=O)(=O)N2c3ccc(F)cc3CCC2C)ccc1-n1cnnn1 (stereo not drawn),0,-1,3,8,-2,-2,15,-13
COc1ccc2[nH]c(C)c(C(=O)CN3CCOCC3)c2c1,-3,2,-6,12,2,-4,-7,-16
Cc1cc2ccccc2n1CCNC(=O)COc1ccc2ccccc2c1,-15,-7,15,-42,-30,13,19,5
O=C(N/C(=C/c1ccccc1Cl)C(=O)N1CCOCC1)c1ccccc1,8,-5,-3,2,1,-9,-8,-2
COc1cc(C)c(-c2cc(C(=O)O)c(C)o2)cc1C(C)C,-1,0,-31,-24,2,5,8,8
COC(=O)c1sccc1NC(=O)CNC(=O)c1ccccc1,2,0,1,38,3,0,-5,-6
O=C(CCOc1ccccc1)Nc1nnc(-c2ccc3c(c2)OCCO3)o1,2,7,-22,-4,0,4,-20,13
Cn1c(=O)c2c(ncn2CC(=O)Nc2cc(S(=O)(=O)N3CCCCC3)ccc2Cl)n(C)c1=O,10,-5,3,-1,-1,-5,-4,-9
COC(=O)CCCSc1nccn1-c1ccccc1,0,2,-1,7,2,-5,2,-7
S=C(Nc1cc(Cl)cc(Cl)c1)N1CCCC1,-3,17,8,12,1,1,-2,-16
CC(=O)N1c2ccc(S(=O)(=O)N3CCCC3C(=O)NCc3ccccc3Cl)cc2CC1C (stereo not drawn),-6,-15,2,3,0,0,-4,-7
CC(C)CC(NC(N)=O)C(=O)NCCc1ccc(Cl)cc1Cl (stereo not drawn),5,9,-2,9,5,-5,-4,-2
O=C(Nc1nc2c(s1)CN(Cc1ccccc1)CC2)c1c(F)cccc1F,9,1,-8,-276,-32,3,-13,4
Cc1ccc(C23CC4CC(CC(C(=O)OCC(=O)N(C)C)(C4)C2)C3)cc1,-11,-1,4,7,-1,2,13,-15

# Structures listed so far containing bromine (two):
SMILES,SENP8 block-1,SENP7 block,PfGluPho inh,SENP8 block-2,SENP1 FRET inh,HKDC1 inhibitor,Apaf-1 inh,SENP6 inh
Cc1cc(SCC(=O)N/N=C/c2ccc(O)c(O)c2)c(C)cc1Br,-7,2,-10,15,3,2,-1,-17
O=c1[nH]c(=O)n([C@H]2C[C@H](O)[C@@H](CO)O2)cc1Br,1,3,-8,8,0,-5,-3,-15

# Screening data deposited in PubChem BioAssay by Sanford-Burnham Center for Chemical Genomics.

# Rows were taken by chance; about 3.6% have a hit in one of these screens.
